Bioassay records from PubChem.
D2 antagonist: antagonists of human D2 dopamine receptor | AID 485344 | 340,000 tested, 2% active | HEK293 TREx D2 cells, calcium flux, dopamine EC80 | inhibition, % at 10 µM; in the data active = inhibition above about 30%; also: 0% is about no effect
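Cells plated overnight at 30 C with tetracycline; no-wash calcium dye, 30–90 min RT; 10 s baseline; compound pinned; 180 s read; EC80 dopamine added; another 180 s read.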
D2 ag: agonists of human D2 dopamine receptor; HEK293 T-REx D2 cells, calcium flux agonist mode; AID 485358; 340,000 tested, 0.53% active; activation, % at 2 µM;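 active = activation over 3 SD above normal in the single-dose calcium agonist read, cut at about 30% in these data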; also: 0% is about no effect
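In this primary screen, compounds producing a positive calcium signal within 180 s of addition to tetracycline-induced, force-coupled HEK293 Trex D2 cells are flagged; cells are dye-loaded with a no-wash calcium kit beforehand.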
D1 potentiator: human D1 dopamine receptor positive modulation; P21728; HEK293 TREx D1 cells, calcium flux, dopamine EC20 potentiation; potentiation, % at 10 µM; 360,000 tested, 0.036% active; in the data active = potentiation above about 30%; also: 0% is about no effect
TRHR agonist: TRH receptor (human) agonism; P34981; TRHR cells, calcium flux fluo-8, FDSS agonist mode; activation, % at 2 µM; 360,000 tested, 0.18% active; also: 0% is about no effect
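TRHR-expressing cells loaded with fluo-8 calcium dye; 23 nL library compound pin-transferred, kinetic FDSS fluorescence (Ex 480/Em 530) recorded about 180 s for agonist-induced calcium release, before a 10 nM TRH EC20 addition for potentiator mode.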
D2 potentiator: positively modulates the human D2 dopamine receptor allosterically. P14416. HEK293 T-REx D2, calcium flux, EC20 dopamine potentiation. potentiation, % at 10 µM. 340,000 tested, 0.34% active. AID 485347;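 active = potentiation over 3 SD above the plate norm, cut at about 30% in these data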; also: 0% is about no effect
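Cells plated with tetracycline inducer and held overnight at 30 C; calcium dye loaded 30–90 min at room temperature; baseline taken, compound added and read 180 s; EC20 dopamine then added and read 180 s.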
D1 agonist: human D1 receptor agonism; P21728; HEK293 T-REx D1 cells, calcium flux, agonist mode; activation, % at 2 µM; 360,000 tested, 1% active; AID 504660; also: 0% is about no effect
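Agonism was scored from calcium flux recorded over 180 s (1 read/s) after pintool compound addition, following a 10-cycle baseline. Cells were inducible force-coupled HEK293 TREx D1, plated overnight at 30 C and loaded with no-wash calcium dye.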
RXFP1 antag: RXFP1 (human) relaxin receptor antagonism | 350,000 tested, 0.59% active | AID 1259400 | HEK293-RXFP1, relaxin-stimulated cAMP HTRF, 30 min; active compounds read low | Q9HBX9 | activity change, negative = inhibition, % at 57.5 µM;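 active = activity change of -60% or lower, but not beyond a set lower limit; inconclusive = change between -60% and -40%, or beyond the set limit; inactive = change above -40%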; also: % is scaled to controls: 0 for no effect and ±100 for the full control effect
Target sequence (Q9HBX9 whole entry, looked up): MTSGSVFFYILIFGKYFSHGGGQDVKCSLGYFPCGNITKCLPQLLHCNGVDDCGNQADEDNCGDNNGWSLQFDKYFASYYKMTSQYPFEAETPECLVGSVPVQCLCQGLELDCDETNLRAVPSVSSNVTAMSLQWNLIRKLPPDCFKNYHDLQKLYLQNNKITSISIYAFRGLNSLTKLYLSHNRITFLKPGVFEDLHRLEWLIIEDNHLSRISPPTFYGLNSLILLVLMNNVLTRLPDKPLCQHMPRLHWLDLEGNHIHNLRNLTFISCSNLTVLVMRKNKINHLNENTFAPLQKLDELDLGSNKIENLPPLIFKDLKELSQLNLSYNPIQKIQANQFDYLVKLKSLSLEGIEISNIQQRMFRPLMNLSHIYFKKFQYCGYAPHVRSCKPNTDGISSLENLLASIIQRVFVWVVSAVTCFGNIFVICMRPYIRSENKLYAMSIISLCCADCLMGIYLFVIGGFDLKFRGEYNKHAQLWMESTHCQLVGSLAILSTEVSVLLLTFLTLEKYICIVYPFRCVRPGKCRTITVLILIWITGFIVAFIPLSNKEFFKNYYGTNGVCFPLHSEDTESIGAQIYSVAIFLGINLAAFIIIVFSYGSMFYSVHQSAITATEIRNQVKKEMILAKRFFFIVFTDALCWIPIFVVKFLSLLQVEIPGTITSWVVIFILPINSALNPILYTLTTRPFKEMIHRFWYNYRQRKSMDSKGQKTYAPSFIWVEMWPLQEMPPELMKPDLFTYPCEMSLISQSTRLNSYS
D1 antagonist: antagonists of human D1 dopamine receptor | P21728 | HEK293 TREx D1 cells, calcium flux, dopamine EC80; active compounds read low | activity change, negative = inhibition, % at 10 µM | 360,000 tested, 3.2% active; in the data active = activity change below about -30%; also: % is scaled to controls: 0 for no effect and ±100 for the full control effect
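After overnight tetracycline induction at 30 C, force-coupled D1 HEK293 cells took up a no-wash calcium dye at room temperature. Compounds were added and monitored 180 s, and the response to EC80 dopamine was then recorded.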
TRHR PAM: allosterically enhances the human TRH receptor. P34981. TRHR cells, fluo-8 calcium fluorescence, EC20 TRH enhancement. enhancement, % at 2 µM. 360,000 tested, 0.66% active. AID 493056; in the data active = enhancement above about 30%; also: 0% is about no effect
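TRHR-expressing cells loaded with fluo-8 calcium dye were read kinetically (ex 480/em 530) during compound addition, then stimulated with an EC20 of TRH (10 nM final). Enhancement of the Gq-mediated intracellular calcium response was scored.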
Starred values were filed as active, the others as inactive; ? = inconclusive; nt = not tested or not shown. Rule as the data show it, unless noted: active = activation above about 30%; inactive = the rest. Rows were taken by chance, and some 7.1% of all compounds hit somewhere here.

mol	D2 antagonist	D2 ag	D1 potentiator	TRHR agonist	D2 potentiator	D1 agonist	RXFP1 antag	D1 antagonist	TRHR PAM
CN(C(=O)COc1ccc(-c2nnco2)cc1)C1CCS(=O)(=O)C1 (configuration not stated)	-20	-0.2	0	0.9	-29	2	4	-5	-6
CC1(OC(=O)CCc2ccccc2)C(=O)C=C2C=C(c3ccc(C#N)cc3)N(C(CO)CO)C=C2C1=O (configuration not stated)	-2	-0.6	3	0.1	-4	6	nt	1	8
COc1ccc(C2CC(=O)C3=C(C2)Nc2ncnn2C3c2ccccc2C)c(OC)c1 (configuration not stated)	10	0.8	2	0.1	6	1	-1	7	6
O=C(/C=C\Nc1ccccn1)c1ccccc1	-1	0.2	-3	0.0	7	0	-2	12	1
Cc1ccc(S(=O)(=O)N2CCOCC2)cc1C(=O)OCC(=O)c1ccc[nH]1	10	-0.3	-8	-0.4	-9	1	5	-6	-5
Cc1cc(Cl)cc(C)c1OCCCCn1ccnc1	2	0.5	-5	-0.2	-7	6	2	-3	15
O=C(O)CCCCn1c(SCc2cc(=O)n3cc(Cl)ccc3n2)nc2ccsc2c1=O	4	0.2	-4	-1.7	21	-1	-5	-6	1
COC(=O)C1=C(C(=O)OC)N2C=CC=CC2(C)C(C(=O)OC)=C1C(=O)OC (configuration not stated)	32*	-1.8	-14	-0.9	-1	4	nt	-14	25
CC1CCCN(C(=O)CNC(=O)c2ccco2)C1 (configuration not stated)	13	-0.4	1	0.0	-11	8	3	-9	-6
CCn1ncc(Br)c1C(=O)Nc1ccc2c(c1)OCCO2	-7	-0.2	3	-0.4	-5	-4	9	1	2
Cc1ccc(-n2ncc3c(NCc4ccccn4)ncnc32)c(C)c1	nt	nt	-9	-0.1	nt	1	-12	-12	2
COc1ccc(-n2cc(C(=O)O)c3ccccc3c2=O)cc1	8	-0.1	-2	0.0	7	1	-7	9	1
CCOc1cc(NS(=O)(=O)c2ccccc2)c(OCC)cc1NC(=O)c1ccco1	-17	-0.6	-3	-0.5	10	5	-20	5	-4
O=C(Nc1ccccc1)c1nc[nH]c1C(=O)N1CCc2ccccc2C1	10	-0.5	2	-0.6	-27	-1	nt	nt	-7
CCOc1ccccc1NS(=O)(=O)c1cccs1	-5	0.3	2	-0.3	-1	12	0	-2	7
CCC(C)N(C(=O)Cn1c(=O)cnc2ccccc21)C1CCS(=O)(=O)C1 (configuration not stated)	9	-0.2	-9	0.1	-6	1	-6	19	-11
Cc1nnc(N2CCc3ccccc3C2)[nH]c1=O	-42	0.4	-5	0.2	4	4	-5	8	8
O=C(CN1CCCN(Cc2ccc(F)cc2)S1(=O)=O)NCc1ccccc1Cl	nt	-0.4	-1	-0.9	6	-1	-15	3	7
Nc1ccccc1N1CCOCC1	10	0.0	-2	1.1	-3	1	12	2	-2
COc1ccc(CC(=O)Nc2oc(-c3ccccc3)c(-c3ccccc3)c2C#N)cc1OC	-14	-0.8	0	-0.7	-5	0	9	-14	-7

Next part
mol	D2 antagonist	D2 ag	D1 potentiator	TRHR agonist	D2 potentiator	D1 agonist	RXFP1 antag	D1 antagonist	TRHR PAM
CCC(=O)N(C(=O)CC)N1CCN(c2ccncc2S(=O)(=O)N2CCCCC2)CC1	1	0.2	-2	1.2	8	1	7	-8	-4
CCN(C(=O)COC(=O)c1cc(=O)[nH]c2ccccc12)C1CCS(=O)(=O)C1 (configuration not stated)	-1	-0.5	2	-1.5	10	1	16	17	18
Cc1ccc2cc(CCNC(=O)c3ccc(Br)o3)c(=O)[nH]c2c1	-1	-0.4	-4	-0.6	0	0	nt	5	7
Fc1cccc(Cl)c1CSC1=NCCS1	9	-1.8	nt	-0.2	-3	9	-11	-9	-7
O=C(CSc1ccccn1)Nc1ccc2c(c1)CCC2	0	-0.5	0	-0.5	-4	0	-4	1	13
CCOc1ccc(NC(=O)c2c(NC(=O)c3cccs3)sc3c2CCC(C(C)(C)C)C3)cc1 (configuration not stated)	nt	0.6	-2	-1.0	2	0	4	3	11
COc1ccc(Cl)cc1NC(=O)CSc1nc2ccccc2c2nc(-c3ccccc3)nn12	nt	-0.2	2	0.2	5	2	-2	8	6
O=C(NCc1ccc(Cl)cc1)C1CC(O)CN1S(=O)(=O)c1ccc(Cl)cc1 (configuration not stated)	-11	-0.2	3	0.8	-12	2	-28	4	17
COC(=O)c1sccc1NC(=O)c1cccnc1	-8	0.4	2	0.3	18	3	-8	-3	-5
CSc1ccc(CNC(=O)C2CCCN(S(=O)(=O)N(C)c3ccc(F)cc3)C2)cc1 (configuration not stated)	nt	0.2	-6	0.2	0	14	-39	19	4
CN(C(=O)c1ccc2ccccc2c1)c1ccccn1	-2	0.5	-2	16	12	3	2	-2	-1
Cc1ccccc1Cn1c(O)c(N=NC(=S)Nc2ccccc2F)c2ccccc21	8	3.2	0	0.9	-41	0	-26	-12	-3
CN(Cc1cnn(C)c1)C(=O)C1CCC(=O)N(Cc2cccc(C(F)(F)F)c2)C1 (configuration not stated)	nt	nt	-9	0.4	nt	1	-8	8	-3
CC(C)c1ccc(Nc2ncnc3c2c(-c2ccccc2)cn3-c2ccccc2)cc1	nt	-0.2	-1	0.5	1	-1	10	7	-2
COc1ccccc1C(=O)NCc1ccccc1	25	-0.2	1	-0.1	0	-2	4	-2	-2
COc1ccccc1NC(=O)COC(=O)c1ccc([N+](=O)[O-])s1	17	0.8	-6	-0.7	3	0	5	-27	-1
Cc1ccc(S(=O)(=O)NNC(=S)Nc2cccc(F)c2)cc1	-4	0.2	-3	-0.3	-4	1	-3	-29	-6
CCCCNC(=O)C1CCN(c2nc(C)cc(C)n2)CC1	nt	nt	-2	-0.1	nt	2	7	-2	13
Clc1ncc(Cn2cccn2)s1	nt	nt	-6	0.4	nt	1	8	nt	-1
Cc1ccc(S(=O)(=O)N2CCC(=O)N(CCOCc3ccc(C(F)(F)F)cc3)CC2)cc1	24	1.1	-8	0.5	2	10	nt	-10	-6

The list continues:
mol	D2 antagonist	D2 ag	D1 potentiator	TRHR agonist	D2 potentiator	D1 agonist	RXFP1 antag	D1 antagonist	TRHR PAM
CCOC(=O)C1=c2s/c(=C\c3ccncc3)c(=O)n2C(N)=C(C(=O)OC)C1c1ccncc1 (configuration not stated)	0	4.9	1	-0.1	0	2	4	3	13
COCCOc1cc(NC(=O)c2sccc2Oc2ccc([N+](=O)[O-])cc2F)c(Cl)cc1Cl	-2	-0.3	-3	0.2	4	3	-16	3	-3
Cc1ccc(-c2nc(CSCC(=O)NCc3cccnc3)c(C)o2)cc1	0	-0.1	4	-0.1	0	1	-12	0	3
O=C(Cn1c(=O)n(-c2ccccc2)c(=O)c2ccc(C(=O)NCc3ccc4c(c3)OCO4)cc21)Nc1ccc(Br)cc1F	nt	0.6	-3	2.3	-3	2	nt	6	0
COc1ccc(CC(=O)Nc2c3c(nn2-c2cccc(C)c2C)CS(=O)(=O)C3)cc1	20	-3.6	-5	-1.2	0	4	-18	9	-1
COc1ccccc1CNC(=O)CN1C(=O)COc2ccc(S(=O)(=O)Nc3ccccc3)cc21	nt	nt	0	-0.5	-1	22	nt	-4	-3
CC(C)(C)c1cc(C(=O)Nc2cccnc2)cc(C(=O)Nc2cccnc2)c1	nt	nt	-2	0.2	2	1	-1	-5	-1
CCCCn1c(N)c(N(CC(C)C)C(=O)c2ccc(N(C)S(=O)(=O)c3ccc(C)cc3)cc2)c(=O)[nH]c1=O	2	0.1	-2	0.4	11	2	-9	8	3
CCn1c(=N)n(CC(=O)c2ccc(OC)c(OC)c2)c2ccccc21	7	0.4	-6	-0.3	10	-2	-19	41	-3
C=CCSc1nc(C)c(CCC(C)C)c(=O)[nH]1	-1	0.4	-3	1.8	-1	3	-4	-1	3
CC(C)n1c(O)c(N=NC(=O)c2ccccc2NS(=O)(=O)c2cccs2)c2ccccc21	7	-1.2	-9	-0.7	15	1	-6	2	-3
O=C(NCc1ccc2c(c1)CCN2C(=O)c1ccccc1)c1ccccc1	nt	-0.5	-4	-0.8	0	3	-22	-4	10
COC(=O)[C@H](CCSC)NC(=O)Nc1ccc(C(C)=O)cc1	-20	-0.6	0	0.2	-14	3	0	1	-3
COc1ccc(N(CC(=O)NN=C2CCN(C)CC2)S(=O)(=O)c2ccc(NC(C)=O)cc2)cc1	-11	-0.1	-13	-0.6	9	4	-14	2	6
COc1ccc(CNC(=O)CSCc2nc(-c3ccccc3C)oc2C)cc1	nt	nt	-5	1.3	-3	4	-16	-5	0
CCOc1ccc2nc(SCC(=O)N3CCCCCC3)c(C#N)cc2c1	-15	-0.2	0	-0.3	-4	3	8	-25	-2
CCCc1cc(CNC(=O)C2CCC(=O)N(Cc3ccccc3OC)C2)on1 (configuration not stated)	5	0.3	-6	0.2	5	0	-20	-15	0
NS(=O)(=O)c1ccc(NC(=S)N2CCCC2)cc1	0	0.0	0	0.4	4	1	-7	4	1
Nc1n[nH]c(N)c1N=Nc1cccc(C(F)(F)F)c1	5	1.1	-1	-0.5	1	0	9	0	-1
COc1ccccc1CNC(=O)c1ccc(CSc2nc3ccncc3n2Cc2ccccc2C)cc1	nt	0.6	-4	1.5	-9	8	-11	-14	4

Four compounds from above, sorted by their value in D1 antagonist, high to low:
SMILES,D2 antagonist,D1 potentiator,TRHR agonist,D2 potentiator,D1 agonist,RXFP1 antag,D1 antagonist,TRHR PAM
COc1ccc(CC(=O)Nc2c3c(nn2-c2cccc(C)c2C)CS(=O)(=O)C3)cc1,20,-5,-1.2,0,4,-18,9,-1
O=C(Cn1c(=O)n(-c2ccccc2)c(=O)c2ccc(C(=O)NCc3ccc4c(c3)OCO4)cc21)Nc1ccc(Br)cc1F,nt,-3,2.3,-3,2,nt,6,0
Cc1ccc(-c2nc(CSCC(=O)NCc3cccnc3)c(C)o2)cc1,0,4,-0.1,0,1,-12,0,3
O=C(NCc1ccc2c(c1)CCN2C(=O)c1ccccc1)c1ccccc1,nt,-4,-0.8,0,3,-22,-4,10

Later entries
mol	D2 antagonist	D2 ag	D1 potentiator	TRHR agonist	D2 potentiator	D1 agonist	RXFP1 antag	D1 antagonist	TRHR PAM
Nn1c(SCC(=O)NCCC2=CCCCC2)nnc1-c1cccnc1	-1	0.3	-2	-0.2	-2	1	-1	6	-5
O=C(Cn1cc(SCc2ccc(C(F)(F)F)cc2)c2ccccc21)N1CCCCC1	nt	-0.9	-4	0.5	0	2	?	-7	-4
CCC(C(=O)NCC1CCCO1)n1nc(C)c2sc3ccccc3c2c1=O (configuration not stated)	5	0.5	8	0.0	-10	1	-7	8	-8
CC(=O)Nc1cccc2ncccc12	-3	0.9	-1	0.1	10	5	-6	28	4
Cn1cc(CC(=O)NCc2ccc(F)cc2)c2ccccc21	-29	-0.4	3	-0.6	9	3	1	15	7
Cc1ccc(-c2nc3ccccc3n3nnnc23)cc1	10	-0.1	1	0.1	-2	3	7	3	4
Cc1cccc(N2C(=O)c3cccc4c(N)ccc(c34)C2=O)c1	7	117*	6	132*	3	576*	-13	15	3
COc1ccccc1C(=O)NCC(=O)NNc1ncnc(N)c1[N+](=O)[O-]	12	0.2	0	0.8	-3	0	nt	-4	-1
